CRFBP-R2 block = blocks CRF-induced signaling of the CRF-BP/CRF-R2 complex | AID 588475 | inhibition, % at 11.8 µM | actives 0.59% (n = 350,000) | HEK293 CRF-R2/CRF-BP, CRF-induced calcium fluorescence;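 active = inhibition of the ligand-induced calcium signal above about 50% at the single tested concentration, limit read from the data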
M4 antag = blocks acetylcholine activation of human M4 receptor; P08173; CHO-hM4 cells, ACh EC80, Fluo-8 calcium fluorescence; actives 0.73% (n = 360,000); inhibition, % at 3 µM; AID 624125;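 active = inhibition above its plate's cutoff, the mean inhibition of sample wells plus 3 SD, cut at about 27% in these data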;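 note: 0% = acetylcholine EC80 with DMSO and 100% = DMSO without agonist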
Target sequence (P08173 whole entry, looked up): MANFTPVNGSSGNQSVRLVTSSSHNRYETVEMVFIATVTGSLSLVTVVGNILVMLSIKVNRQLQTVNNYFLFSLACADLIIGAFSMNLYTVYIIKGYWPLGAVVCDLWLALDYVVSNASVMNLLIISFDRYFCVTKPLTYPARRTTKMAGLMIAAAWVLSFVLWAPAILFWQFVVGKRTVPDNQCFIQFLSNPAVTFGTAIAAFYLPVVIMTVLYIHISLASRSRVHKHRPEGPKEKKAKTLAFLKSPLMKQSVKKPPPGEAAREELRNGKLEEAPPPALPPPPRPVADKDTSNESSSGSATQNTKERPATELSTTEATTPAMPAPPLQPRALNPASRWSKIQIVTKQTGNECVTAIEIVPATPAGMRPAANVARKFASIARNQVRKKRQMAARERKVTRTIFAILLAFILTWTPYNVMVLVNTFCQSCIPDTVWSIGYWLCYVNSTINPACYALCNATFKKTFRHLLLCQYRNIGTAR
CRFR2-BP ag = agonists of human CRF-binding protein/CRF-R2 receptor complex. HEK293 CRF-R2/CRF-BP, calcium dye fluorescence (FLIPR); percent of saturating CRF peptide response. AID 588473. activation, % at 13.2 µM. actives 0.46% (n = 350,000);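 active = activation of at least 50%, plus an integration ratio under a set limit after plate pattern correction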;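 note: plate controls were neutral control wells without compound for no effect and CRF at EC100 for full effect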
M5 ag = CHRM5 agonism in calcium assay. CHO-K1 hM5 cells, Fluo-8 calcium fluorescence; 0% DMSO wells, 100% maximal acetylcholine response. actives 0.19% (n = 360,000). P08912. activation, % at 3 µM;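 active = activation above the run's mean over test compounds plus 3 SD, cut at about 23% in these data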;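 note: signal is peak over basal fluorescence ratio across the kinetic read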
Target sequence (P08912 whole entry, looked up): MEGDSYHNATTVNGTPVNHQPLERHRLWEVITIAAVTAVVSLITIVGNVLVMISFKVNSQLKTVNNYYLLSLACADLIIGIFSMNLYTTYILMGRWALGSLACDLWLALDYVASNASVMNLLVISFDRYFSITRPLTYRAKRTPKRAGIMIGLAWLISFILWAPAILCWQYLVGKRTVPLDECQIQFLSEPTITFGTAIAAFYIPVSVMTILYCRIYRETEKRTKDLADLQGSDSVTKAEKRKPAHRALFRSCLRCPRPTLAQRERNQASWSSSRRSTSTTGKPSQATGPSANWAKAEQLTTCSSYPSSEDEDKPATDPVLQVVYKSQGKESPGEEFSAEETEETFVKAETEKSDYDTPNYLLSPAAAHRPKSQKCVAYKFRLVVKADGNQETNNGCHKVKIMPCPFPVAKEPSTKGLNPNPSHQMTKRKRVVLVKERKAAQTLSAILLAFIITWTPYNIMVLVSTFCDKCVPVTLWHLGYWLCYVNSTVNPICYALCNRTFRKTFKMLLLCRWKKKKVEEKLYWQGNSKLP
CHRM4 agonist = CHRM4 agonism in calcium assay; CHO-K1 hM4/Gqi5, Fluo-8 calcium fluorescence; vehicle 0%, full acetylcholine response 100%; activation, % at 3 µM; actives 0.14% (n = 360,000);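 active = activation above the run mean over all test wells plus 3 SD, cut at about 32% in these data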;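 note: peak over basal fluorescence ratio per well then scaled between controls; 0% = DMSO wells and 100% = acetylcholine at EC100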
M4 PAM = positive allosteric modulators of human muscarinic M4 receptor. activation, % at 3 µM. CHO-K1 hM4/Gqi5, Fluo-8 calcium fluorescence, ACh EC20; 0% = ACh EC20, 100% = maximal ACh. actives 0.4% (n = 360,000). P08173;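 active = activation above its plate's cutoff, the mean activation of sample wells plus 3 SD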; note: some results filed as inactive read as strong as hits
IDE inh = inhibitors of human insulin-degrading enzyme in cells; P14735; HEK cells, FAbetaB cleavage, fluorescence polarization; inhibition, % at 5.59 µM; actives 0.41% (n = 320,000); AID 434962;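 active = percent inhibition above the average of all tested compounds plus 3 SD, set per screening campaign, cut at about 16% in these data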;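 note: IDE supplied by intact live HEK cells; FP after avidin binding of uncleaved biotin substrate so inhibition keeps polarization high; 0% = DMSO wells and 100% = 60 µM reference IDE inhibitor Ii1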
M5 PAM = positive allosteric modulators of human muscarinic M5 receptor. AID 624038. actives 0.3% (n = 360,000). activation, % at 3 µM. P08912. CHO-K1 hM5, Fluo-8 calcium, ACh EC20 PAM; 0% = ACh EC20, 100% = ACh EC100;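 active = activation above the run cutoff, the mean activation of all test compounds plus 3 SD, cut at about 18% in these data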
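Probe or stimulus: acetylcholine, EC20 level; Assay system: human M5 receptor in CHO-K1 cells; Schedule: compound preincubation 140 s before EC20 acetylcholine addition; Technique: intracellular calcium via Fluo-8 fluorescence; Dosing: single-point, 3 µM nominal; Read-out basis: percent activation from peak-over-basal fluorescence ratio, scaled EC20-to-EC100 acetylcholine; Repeats: one well per compound, no replicates.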
M5 antag = antagonists of human muscarinic M5 receptor (CHRM5) | AID 624040 | actives 0.59% (n = 360,000) | CHO-hM5 cells, Fluo-8 calcium fluorescence, ACh EC80 | inhibition, % at 3 µM | P08912;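 active = inhibition above a per-plate cutoff, the mean of that plate's test compounds plus 3 SD, cut at about 27% in these data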;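 note: 0% = acetylcholine EC80 with DMSO and 100% = DMSO without agonist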
The depositor's hits bear a star; · = no result given.

SMILES	CRFBP-R2 block	M4 antag	CRFR2-BP ag	M5 ag	CHRM4 agonist	M4 PAM	IDE inh	M5 PAM	M5 antag
Cc1ccc(C)c(N2CCN(C(=O)CCn3c(=S)[nH]c4cc5c(cc4c3=O)OCO5)CC2)c1	14	7	0.6	-4	1	1	0	5	-9
Cc1ccc2nc(SCC(=O)NCc3ccc(F)cc3)nc(=O)n2c1	-2	1	0.6	-1	1	-2	0	-2	1
Cc1oc2c(c(C)cc3oc(=O)c(CC(=O)N[C@@H](CC(C)C)C(=O)O)c(C)c32)c1C	-6	-13	1.6	-2	-1	-3	·	-3	6
Cc1ccc(C(=O)CC(C(=O)O)n2cncn2)cc1 (configuration not stated)	-6	5	1.6	7	13	2	·	10	-2
COc1ccc(Br)cc1CNC(=O)C1CCCN(S(=O)(=O)N2CCC(C)CC2)C1 (configuration not stated)	-2	-7	-0.2	-1	9	-6	·	-12	2
CSc1[nH]c(=O)c(C(=O)O)cc1C#N	12	-3	-1.1	-1	0	2	3	-5	-2
CCc1ccc(C2=Nn3c(nnc3-c3cccs3)SC2)cc1	-15	4	0.6	-4	-3	13	1	2	-3
COc1ccc(C(=O)/C=C2/C(=O)Nc3ccccc32)c(OC)c1	-28	29*	4.7	6	9	-15	4	-2	13
CCO[C@@H]1OC(C(=O)N2CCCCCCC2)=C[C@H](c2cn(C(C)=O)c3ccccc23)[C@H]1CCCO	3	-4	-2.3	6	2	9	1	0	1
CC(=O)Nc1ccc(S(=O)(=O)Nc2cc(C)cn(Cc3ccccc3)c2=O)cc1	-11	-4	0.2	0	3	-10	-1	8	-5
CCN(CC(=O)Nc1c(F)cccc1F)C(=O)c1ccc2c(c1)C(=O)N(c1ccccc1C)C2=O	-19	-20	-0.9	1	6	2	·	-2	-2
Cc1c(NC(=S)NNC(=O)CCC(=O)O)c(=O)n(-c2ccccc2)n1C	-1	7	0.2	5	0	-6	-5	3	-6
N#CCSc1nnc(-c2ccc3c(c2)OCO3)o1	5	7	-0.4	-1	0	8	4	10	-4
Cc1ccc(-c2nc(C)sc2CC(=O)NCc2ccco2)cc1	29	-4	-5.7	-8	0	14	·	12	7
CC(NC(=O)CCCc1c[nH]c2ccccc12)c1ccc(F)cc1 (configuration not stated)	2	-12	0.2	-3	3	0	-1	9	-5
COc1ccc(N2CCN(C(=O)CCCn3c(=S)[nH]c4cc5c(cc4c3=O)OCO5)CC2)cc1	-4	4	-3.5	-1	-2	4	2	2	3
Cc1ccc(Cn2ncc3c(NN)ncnc32)cc1	-11	-3	2.9	1	6	1	·	-3	0
CCC(=O)Nc1nc(C)c(-c2csc(Nc3cccc(C(=O)O)c3)n2)s1	-2	-16	-1.8	-2	0	9	10	5	4
CC1(C)Cc2c(cnn2-c2ccc(F)cc2)C(NC(=O)CCn2cncn2)C1 (configuration not stated)	15	1	0.1	-5	0	1	1	-1	13
CCCc1[nH]nc2c1C(c1ccccc1OCC)C(C#N)=C(N)O2 (configuration not stated)	-52	-3	0.5	-1	1	6	3	4	-1
O=C(Cn1nnc(-c2ccc(F)cc2)n1)OCC(=O)c1ccccc1	20	10	2.8	-1	4	3	0	-8	6
O=C(Cc1cccc(NC(=O)C2CCCN(C(=O)C3CCC3)C2)c1)Nc1cccc(C(=O)N2CCCC2)c1 (configuration not stated)	7	6	-1.2	4	-1	3	2	3	13
COc1ccc(N(CC(=O)N/N=C/c2ccc(-c3ccc([N+](=O)[O-])cc3)o2)S(=O)(=O)c2ccc(C)cc2)cc1Cl	-28	4	20	1	0	0	-4	-1	3
Cc1ccccc1NS(=O)(=O)c1ccc(C)c(C(N)=O)c1	31	12	-0.8	0	1	-5	-2	-1	0
COc1ccc(C(=O)Nc2cccc(C(=O)NCc3ccccc3)c2)cc1	-1	-6	0.1	-1	11	-10	3	-6	14

(list continues)
SMILES	CRFBP-R2 block	M4 antag	CRFR2-BP ag	M5 ag	CHRM4 agonist	M4 PAM	IDE inh	M5 PAM	M5 antag
CNc1ccc(Cl)nn1	1	-3	0.0	2	1	6	5	-1	3
CCn1cc(C(=O)Nc2ccccc2C(=O)OC)cn1	2	-3	-3.5	1	1	0	2	4	-4
O=C(NCc1ccc(Cl)cc1)C1CCN(C(=O)c2ccco2)CC1	-1	-5	-3.2	-4	0	5	-8	2	12
COc1ccc(C)cc1NC(=O)C(c1ccccc1)N1CCN(CC(=O)NC2CC2)CC1 (configuration not stated)	11	-14	-3.0	0	0	8	·	11	-16
O=S(=O)(c1ccc(Cl)cc1)N1CCN(Cc2ccc(O)c3ncccc23)CC1	-12	-7	1.1	-13	4	-2	-4	-2	0
Cc1ccccc1CN1CCN(c2nc3ccccc3s2)CC1	-30	-13	13	-3	-1	-5	15	3	2
CC(C(=O)Nc1nccs1)N1C(=O)C2CC=CCC2C1=O (configuration not stated)	3	10	0.4	-6	1	-3	5	2	8
CCOc1ccc(N2C(=O)c3ccccc3C2=O)cc1	15	2	-4.4	-2	1	3	-5	-2	3
COc1ccc(-n2nc(C(=O)NCC(=O)N3CCC(C)CC3)c3ccccc3c2=O)c(OC)c1	1	-15	-0.7	-3	2	2	-2	1	13
COCCN(C(=O)Cc1ccc(S(=O)(=O)N2CCOCC2)s1)c1c(N)n(CC(C)C)c(=O)[nH]c1=O	2	-20	2.3	3	2	9	·	0	-1
CC(=O)N(CCN(C(C)=O)c1ccccc1)c1ccccc1	12	-1	6.2	0	0	8	3	-7	1
CCOC(=O)c1cc2cc3ccccc3cc2[nH]1	-29	17	1.9	3	6	-10	13	-8	9
COc1ccc(C2NC(c3ccc(OC)cc3)C([N+](=O)[O-])C(C)(C)C2[N+](=O)[O-])cc1 (configuration not stated)	-5	3	0.6	-5	0	-2	-6	-1	2
OC(c1ccc(F)cc1)c1nc(-c2cccs2)cs1 (configuration not stated)	·	-11	·	0	1	9	·	3	-6
COc1cccc2c(=O)n(CC(=O)Nc3ccccc3)ccc12	6	-4	-1.0	0	0	5	0	0	0
CCOC(=O)[C@H]1[C@H]2COc3ccc(Br)cc3[C@H]2N2C(=O)CN(CCc3c[nH]c4ccccc34)C(=O)[C@@]12C	2	3	0.3	3	1	-11	·	2	1
Cc1[nH]c(=O)c(S(=O)(=O)c2ccccc2)c(C)c1Cl	-2	3	-0.4	-2	1	-3	4	-2	8
COc1cc(-c2n[nH]c(=O)o2)cc(OC)c1OC	0	3	2.5	-2	1	7	-5	-5	-2
CCOC(=O)c1c(NC(=O)COc2ccccc2)sc2c1CC(C)(C)NC2(C)C	-34	12	0.4	-4	17	-17	4	-8	6
CC(C(=O)NCC(=O)Nc1ccc(F)c(F)c1F)N1CCN(c2ccc(O)cc2)CC1 (configuration not stated)	-1	-21	-0.2	2	0	8	-1	-1	-5
COc1ccc(C(=O)CSc2ccc(-c3ccco3)nn2)cc1	-4	-3	-0.3	-1	1	-11	2	-2	-9
Cc1cccc(NC(=O)COc2coc(CN3CCN(c4ccccc4)CC3)cc2=O)c1	-11	-5	0.5	-2	2	13	-2	-3	1
COc1ccc(Cl)c2sc(N(CCN(C)C)C(=O)C3=COCCO3)nc12	-2	-10	1.5	-4	1	9	·	8	0
Cc1ccc(C(=O)Nc2ccc(S(=O)(=O)N3CCCC3)cc2)s1	-1	22	-0.6	-7	5	9	-1	0	5
N#CCCN(C(=O)CCl)c1cccc(Cl)c1	1	6	-2.3	-5	1	-3	-2	0	6

Results in M4 antag and CRFR2-BP ag, for some of the entries so far:
| canonical_smiles | M4 antag | CRFR2-BP ag |
| --- | --- | --- |
| CCn1cc(C(=O)Nc2ccccc2C(=O)OC)cn1 | -3 | -3.5 |
| COc1ccc(C)cc1NC(=O)C(c1ccccc1)N1CCN(CC(=O)NC2CC2)CC1 (configuration not stated) | -14 | -3.0 |
| CCOc1ccc(N2C(=O)c3ccccc3C2=O)cc1 | 2 | -4.4 |

Next part:
SMILES	CRFBP-R2 block	M4 antag	CRFR2-BP ag	M5 ag	CHRM4 agonist	M4 PAM	IDE inh	M5 PAM	M5 antag
CCOC(=O)C1CCCN(C(=O)c2c(-c3ccccc3)noc2C)CC1 (configuration not stated)	·	-16	·	1	1	5	·	3	-3
CCN(CC)S(=O)(=O)c1cccc(-c2nnc(SCC(=O)c3ccc(Cl)s3)n2C)c1	-3	1	2.3	-8	2	-6	-3	-6	5
O=C(NNC(=O)c1ccc(SCC2CCCO2)c([N+](=O)[O-])c1)c1ccc(Cl)c([N+](=O)[O-])c1 (configuration not stated)	7	-18	-2.7	2	8	3	-6	-12	-4
CC(=O)c1cccc(NC(=O)COC(=O)CCC(=O)c2ccc(F)cc2)c1	4	-16	-1.1	0	7	11	0	5	1
CN(C)/C=C/C(=O)c1ccc(C(F)(F)F)cc1F	9	4	-0.6	0	2	7	-5	6	3
O=C1NC(=S)N(c2cccc(Cl)c2)C12CCCCC2	-1	-2	-15	-5	-2	-3	6	2	-7
Cc1ccc(NC(=O)NCc2ccc3c(c2)OCO3)cc1	-14	-10	-2.3	-1	0	-5	6	-2	-2
CCc1ccc(OCC(=O)Nc2ncc3c(n2)CC(C)(C)CC3=O)cc1	2	-13	-3.4	1	1	13	11	-2	-9
N#Cc1ccc(OCC(=O)OCC(=O)Nc2sccc2C(N)=O)cc1	14	10	-0.8	6	13	-4	-2	-20	19
Cc1c(CN2CCC(CO)(CCOc3ccccc3)CC2)[nH]c2c(Cl)cccc12	-27	29*	0.2	1	15	-15	-4	3	10
O=C(c1cc(COc2ccc(F)cc2F)on1)N1CCSCC1	-8	-9	0.7	1	1	5	11	-2	9
Cc1ccc2c(c1)N(CC(=O)Nc1nccs1)C(=O)CO2	-2	4	-0.1	2	0	1	·	-1	11
CCCSc1nsc(NC(=O)c2cccnc2OCC)n1	-23	-12	0.1	2	0	7	4	2	4
CN(C(=O)COC(=O)c1ccc(-c2ccc(O)cc2)cc1)C1CCS(=O)(=O)C1 (configuration not stated)	-6	-7	-0.6	3	2	6	0	-2	3
CN1CCN(S(=O)(=O)c2ccc(NC(=S)NC(=O)C3CCCC3)cc2)CC1	1	1	-0.4	-2	3	-2	-3	0	4
Cc1ccc(-n2c(-c3ccccc3)c[n+]3c2CCc2ccccc2-3)c(C)c1	-5	26	-1.4	-14	4	-20	5	-22	35*
COc1cc(O)oc1C=Nc1ccc(Cl)cc1Cl	21	7	1.9	-2	0	1	7	-1	-1
O=C(Cn1cnc([N+](=O)[O-])n1)N/N=C/c1ccccc1O	-6	-13	0.0	-2	1	21	-5	0	2
Cc1cc(-c2n[nH]c(=S)n2-c2ccc(F)cc2)nn1C	4	1	-1.6	1	1	-2	3	-4	0
COc1ccccc1CNC(=O)CCc1cn(C)c2ccccc12	5	-7	-0.1	-3	6	-5	4	-10	5
CN(C)S(=O)(=O)c1ccc(Cl)c(C(=O)Nc2nc3ccccc3[nH]2)c1	-24	6	3.0	-1	3	7	-3	1	-9
NC(=O)C1=C[C@H](c2csc3ccccc23)C[C@H](OCCCCO)O1	-3	4	0.4	1	2	7	-1	-2	12
O=C(Cn1c(=O)n(-c2ccccc2)c(=O)c2oc3ccccc3c21)Nc1ccccc1	-37	-4	0.6	1	2	-6	5	-2	-1

Single records (already shown). Order of screens: CRFBP-R2 block | M4 antag | CRFR2-BP ag | M5 ag | CHRM4 agonist | M4 PAM | IDE inh | M5 PAM | M5 antag
COc1cc(O)oc1C=Nc1ccc(Cl)cc1Cl reads 21 | 7 | 1.9 | -2 | 0 | 1 | 7 | -1 | -1
O=C(c1cc(COc2ccc(F)cc2F)on1)N1CCSCC1 reads -8 | -9 | 0.7 | 1 | 1 | 5 | 11 | -2 | 9
